Assay outcomes from PubChem.
LAP4-GFP MLPCN = alters LAP4-GFP fluorescence in TOR pathway yeast screen | AID 2023 | hit rate 0.34% among 320,000 | S. cerevisiae LAP4-GFP multiplex, flow cytometry GFP, 3 h; median GFP as percent of DMSO wells | GFP response vs DMSO, % at 10 µM;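 active = GFP response vs DMSO above a set limit, about the screen mean plus 3 SD, cut at about 150% in these data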
GRK2 aptamer HTS = blocks RNA aptamer binding to human GRK2 | P25098 | bead flow cytometry, FAM-aptamer displacement from GRK2 | inhibition of aptamer binding, % at 10 µM | hit rate 0.59% among 330,000 | AID 488847;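 active = inhibition of aptamer binding above 40%, roughly 3 SD of noise, on plates passing a quality check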;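 note: median bead fluorescence of bound FAM aptamer so fluorescent compounds give negative values; no value below 0 was filed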
Target sequence (P25098 whole entry, looked up): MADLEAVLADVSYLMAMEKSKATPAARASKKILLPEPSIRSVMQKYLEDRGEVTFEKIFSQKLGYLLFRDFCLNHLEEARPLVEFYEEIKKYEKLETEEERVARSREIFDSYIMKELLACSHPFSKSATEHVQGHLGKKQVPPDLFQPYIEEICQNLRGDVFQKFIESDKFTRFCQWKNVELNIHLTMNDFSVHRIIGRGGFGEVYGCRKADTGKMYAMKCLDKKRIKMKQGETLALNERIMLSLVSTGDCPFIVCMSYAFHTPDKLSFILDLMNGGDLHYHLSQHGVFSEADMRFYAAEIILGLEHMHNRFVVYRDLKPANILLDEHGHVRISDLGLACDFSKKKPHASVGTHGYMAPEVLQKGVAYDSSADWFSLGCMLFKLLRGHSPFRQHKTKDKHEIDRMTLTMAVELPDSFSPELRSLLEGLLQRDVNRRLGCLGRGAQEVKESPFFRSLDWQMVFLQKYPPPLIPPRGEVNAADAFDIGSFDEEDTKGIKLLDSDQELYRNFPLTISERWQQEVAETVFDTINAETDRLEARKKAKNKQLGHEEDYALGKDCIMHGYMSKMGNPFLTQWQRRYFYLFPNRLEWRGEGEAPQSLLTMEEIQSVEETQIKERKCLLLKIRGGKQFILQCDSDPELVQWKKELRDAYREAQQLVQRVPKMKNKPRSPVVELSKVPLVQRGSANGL
AGP1-GFP MLPCN = alters AGP1-GFP fluorescence in TOR pathway yeast screen. hit rate 0.02% among 320,000. GFP response vs DMSO, % at 10 µM. S. cerevisiae AGP1-GFP multiplex flow cytometry, 3 h; GFP as percent of DMSO wells;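 active = GFP response relative to DMSO above a set limit, near screen average plus 3 SD, cut at about 150% in these data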;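 note: median GFP channel fluorescence of the gated AGP1 strain per well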
CIT2 TOR yeast = yeast TOR pathway CIT2-GFP modulation; GFP response vs DMSO, % at 10 µM; AID 2029; hit rate 0.065% among 320,000; S. cerevisiae CIT2-GFP strain, flow cytometry, 3 h; 100 means same as DMSO wells;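 active = GFP response relative to DMSO above a set limit, near the screen mean plus 3 SD, cut at about 150% in these data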;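 note: ratio of well median GFP fluorescence to mean of DMSO wells on the plate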
VLA-4 inh = inhibition in a human VLA-4 binding assay | VLA-4 expressing cells, ligand binding flow cytometry | P13612 | hit rate 0.2% among 330,000 | inhibition, % (about 7 µM as worked out from the volumes in the protocol); in the data active = inhibition above about 50%
Yeast superoxide = lowers age-related superoxide in aged yeast cells; superoxide response (% of plate mean), % at 10 µM; hit rate 0.18% among 330,000; S. cerevisiae aged cells, superoxide DHE fluorescence; active compounds read low;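 active = superoxide response under a set limit, about three screen SD below normal, cut at about 65% in these data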;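 note: yeast aged for seven days with compound at 30 °C before DHE staining; 100% = average MFI of all compound-treated wells on the plate with controls excluded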
MEP2 TOR yeast = yeast TOR pathway MEP2-GFP modulation; S. cerevisiae MEP2-GFP strain, flow cytometry GFP, 3 h; 100% = DMSO control level; hit rate 0.51% among 330,000; GFP response vs DMSO, % at 10 µM; AID 2016;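 active = GFP response versus DMSO above a set limit, roughly screen mean plus 3 SD, cut at about 180% in these data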;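 note: median GFP fluorescence of the barcode-gated MEP2-GFP cells per well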
RPL19A-GFP yeast = modulators of TOR pathway RPL19A-GFP in S. cerevisiae | S. cerevisiae RPL19A-GFP strain, flow cytometry, 3 h; active compounds read low | percent response vs DMSO, % at 10 µM | hit rate 0.3% among 330,000 | AID 2025;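 active = percent response vs DMSO below 50%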;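 note: median channel GFP fluorescence of the barcoded RPL19A-GFP strain; ratio of sample median GFP to plate DMSO average so 100% = DMSO; lower means less RPL19A-GFP as with rapamycin TOR inhibition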
The depositor's hits bear a star; x = not tested or not shown.

#1 O=C(OCc1cc(=O)n2c(n1)sc1ccccc12)c1ccc2c(=O)n3c(nc2c1)CCC3
#2 CCOC(=O)Cn1c(-c2cccnc2)nc(-c2ccccc2)c1-c1ccccc1
#3 O=C1CC(c2ccc3c(c2)OCO3)c2cc3c(cc2N1)OCCO3 (stereo unspecified)
#4 O=C(CN1C(=O)C2C3C=CC(C3)C2C1=O)Nc1nncs1 (stereo unspecified)
#5 Cc1cc(NCCN2CCOCC2)n2nc(C)c(-c3ccccc3)c2n1
#6 CN1C[C@@H]2C(c3ccc(C(F)(F)F)cc3)C3(c4cccnc4)CC2(C3)[C@H]1c1ccccc1 (stereo partly specified)
#7 CC1Cc2ccccc2N1C(=O)/C=C/c1cccc(F)c1 (stereo unspecified)
#8 O=C(CCOc1ccccc1)Nc1cccc(S(=O)(=O)Nc2ccccc2Cl)c1
#9 COc1ccccc1NC(=O)CN(c1ccccc1)S(=O)(=O)c1ccccc1
#10 COCCn1nnnc1C(c1ccc(OC)cc1OC)N1CCN(c2ccccc2F)CC1 (stereo unspecified)
screen / no.,1,2,3,4,5,6,7,8,9,10
LAP4-GFP MLPCN,97,90,94,98,95,99,97,101,95,102
GRK2 aptamer HTS,0,0,2,0,2,6,0,0,2,0
AGP1-GFP MLPCN,93,94,101,100,102,104,89,107,99,94
CIT2 TOR yeast,91,95,96,102,108,101,78,101,99,110
VLA-4 inh,8,9,0,0,15,-12,0,-9,11,99*
Yeast superoxide,115,97,101,102,108,106,90,94,116,98
MEP2 TOR yeast,106,99,102,95,89,100,75,105,111,102
RPL19A-GFP yeast,94,101,96,94,x,99,88,101,101,96

#11 CSc1c(-c2ccccn2)c(N)nn1C(=O)C1CC1
#12 COc1cccc(CN2CC(C(=O)NCCn3ccc(C)n3)CCC2=O)c1 (stereo unspecified)
#13 CC1=NN(C(N)=S)C(=O)C1N=Nc1cc(Cl)ccc1Cl (stereo unspecified)
#14 CCCCC(=O)Nc1c2c(nn1-c1ccc([N+](=O)[O-])cc1)CS(=O)(=O)C2
#15 CCOC(=O)c1c(C)[nH]c(C)c1C(=O)COC(=O)c1cccnc1SC
#16 CC1=NNC(=O)C1CCC(=O)N/N=C/c1ccc(Cl)cc1 (stereo unspecified)
#17 COc1ccc(OCCn2c(=N)n(CCO)c3ccccc32)cc1
#18 CCCOc1ccc(/C=C/C(=O)Nc2ccc([N+](=O)[O-])cc2C)cc1
#19 O=C(NCc1ccccc1F)C12CC3CC(CC(C3)C1)C2
#20 COCCn1c(SCC(=O)NC2(C#N)CCCCC2)nc2ccccc2c1=O
screen / no.,11,12,13,14,15,16,17,18,19,20
LAP4-GFP MLPCN,113,97,98,93,107,96,100,99,110,95
GRK2 aptamer HTS,0,0,0,7,0,0,0,0,0,5
AGP1-GFP MLPCN,96,102,90,102,102,100,109,104,109,95
CIT2 TOR yeast,93,95,100,111,103,99,102,99,100,87
VLA-4 inh,-16,2,-7,18,-3,11,7,1,5,8
Yeast superoxide,109,100,99,108,87,107,92,102,104,113
MEP2 TOR yeast,105,114,98,96,99,96,100,103,103,94
RPL19A-GFP yeast,99,101,100,101,103,96,105,97,101,95

Down the list, quoted from above.
Entries 13 to 19 in AGP1-GFP MLPCN: 90, 102, 102, 100, 109, 104, 109

Additional entries:
#21 Cc1ccc(N(CC(=O)NN=C2CCN(C)CC2)S(=O)(=O)c2ccccc2)c(C)c1
#22 O=C(O)COc1ccc(NC(=O)c2ccc3c(c2)C(=O)N(C2CCCCC2)C3=O)cc1
#23 CCCC1CC(C(=O)Nc2ccccc2)C(=O)O1 (stereo unspecified)
#24 CCOC(=O)c1c(-c2ccccc2)oc2ccc(OCC(O)CNCCN(C)C)cc12 (stereo unspecified)
#25 COc1cccc(-c2nnc3sc(-c4ccccn4)nn23)c1
#26 CC(=O)c1ccc(N2CCN(C(=O)c3cc(-c4cccnc4)nc4ccc(Br)cc34)CC2)cc1
#27 C/C(=N\Nc1cccc(C(=O)O)c1)c1cc2ccccc2o1
#28 COC(=O)/N=C(/Cc1ccc(OC)cc1)c1ccc(OC)cc1
#29 COc1ccc(CCN2CC(C(=O)NCCc3ccc(C(F)(F)F)cc3)CCC2=O)cc1 (stereo unspecified)
#30 COc1ccc(CCC(=O)N2CCN(c3ccc([N+](=O)[O-])cc3)CC2)cc1OC
screen / no.,21,22,23,24,25,26,27,28,29,30
LAP4-GFP MLPCN,99,83,x,126,112,86,125,100,84,99
GRK2 aptamer HTS,0,1,0,0,1,0,3,0,0,0
AGP1-GFP MLPCN,106,81,x,102,83,99,88,94,79,100
CIT2 TOR yeast,106,94,x,87,86,90,98,99,100,98
VLA-4 inh,-9,1,11,29,6,0,17,0,-7,10
Yeast superoxide,105,106,84,111,119,90,98,88,108,105
MEP2 TOR yeast,113,89,96,111,94,91,101,103,93,103
RPL19A-GFP yeast,109,97,103,103,98,93,96,104,90,105

#31 Cc1noc(C)c1-c1ccc2nc[nH]c(=O)c2c1
#32 CC1CCCN(C2(O)C(=O)Nc3c(C(F)(F)F)cccc32)C1 (stereo unspecified)
#33 Cc1nc2ccc(F)cc2cc1C(=O)NC(C)C
#34 COC(=O)C1N2C(=O)[C@@H](NC(=O)COc3ccccc3)[C@H]2SC1(C)C (stereo partly specified)
#35 Cc1ccc(-c2cc(NC(=O)c3ccccc3[N+](=O)[O-])n[nH]2)cc1
#36 O=C(c1ccc2c(c1)OCO2)N(Cc1ccco1)C1(C(=O)NC2CCCCC2)CCCCC1
#37 CC(=O)c1c(C)[nH]c(C(=O)CSc2nnc(C)s2)c1C
#38 CCN(CC)S(=O)(=O)c1cc(OC)c(Cl)cc1Cl
#39 CCOC(=O)c1nn(-c2ccc(Cl)cc2)c2nc(Nc3ccccc3)cc(=O)n12
#40 CC(C)(C)c1ccc(C(=O)NC(CC(=O)O)c2ccc(OC3CCCC3)cc2)cc1 (stereo unspecified)
screen / no.,31,32,33,34,35,36,37,38,39,40
LAP4-GFP MLPCN,112,96,115,126,92,92,94,123,107,98
GRK2 aptamer HTS,2,1,0,3,2,5,0,0,1,0
AGP1-GFP MLPCN,99,100,102,89,104,99,100,99,103,101
CIT2 TOR yeast,112,106,98,98,110,99,98,85,109,98
VLA-4 inh,26,2,-249,-6,-2,-3,19,3,-5,7
Yeast superoxide,93,101,97,90,106,83,111,58*,111,98
MEP2 TOR yeast,99,104,100,93,105,98,95,98,106,101
RPL19A-GFP yeast,109,99,101,100,102,96,99,98,100,97

#41 COCC1CCN(C(=O)c2ccc(OC3CCN(Cc4ccccn4)CC3)cc2)C1 (stereo unspecified)
#42 COc1ccc(NC2=CC(c3cccc(OC)c3)N(c3ccc(OC)cc3)C2=O)cc1 (stereo unspecified)
#43 CCCCCn1ccc(=O)c2c(C(F)(F)F)nccc21
#44 Cc1cc(Nc2ccc(F)cc2F)n2ncnc2n1
#45 Cc1ccc(O)c(N=CC2=C(O)c3ccccc3C2=O)c1
#46 CCC(=O)c1ccc(OCC(O)CN2CC(C)OC(C)C2)cc1 (stereo unspecified)
#47 Cc1cc(NC(=O)Cn2nc3c(cc2=O)CCCC3)ccc1Br
#48 COc1ccc(N2C(=O)C(CC(=O)Nc3ccc(Cl)cc3)N(NC(=O)c3cccc(F)c3)C2=S)cc1 (stereo unspecified)
#49 O=C(CNCc1ccccc1)Nc1ccccc1-c1ccccc1
#50 COC(=O)CCC(=O)Nc1ccc(OC)cc1
screen / no.,41,42,43,44,45,46,47,48,49,50
LAP4-GFP MLPCN,107,107,94,104,96,96,103,101,92,98
GRK2 aptamer HTS,3,1,2,0,0,4,0,2,0,0
AGP1-GFP MLPCN,113,104,96,106,94,95,104,104,111,105
CIT2 TOR yeast,104,97,94,98,95,94,101,100,112,106
VLA-4 inh,4,8,41,1,10,10,14,-4,10,-25
Yeast superoxide,88,99,110,93,109,97,102,106,99,92
MEP2 TOR yeast,94,96,101,97,93,98,101,98,108,97
RPL19A-GFP yeast,96,101,95,99,95,97,92,98,115,97

Whole records, quoted from the list. Order of values: LAP4-GFP MLPCN | GRK2 aptamer HTS | AGP1-GFP MLPCN | CIT2 TOR yeast | VLA-4 inh | Yeast superoxide | MEP2 TOR yeast | RPL19A-GFP yeast
COC(=O)/N=C(/Cc1ccc(OC)cc1)c1ccc(OC)cc1 is listed as 100 | 0 | 94 | 99 | 0 | 88 | 103 | 104
COC(=O)C1N2C(=O)[C@@H](NC(=O)COc3ccccc3)[C@H]2SC1(C)C (stereo partly specified) is listed as 126 | 3 | 89 | 98 | -6 | 90 | 93 | 100
CCOC(=O)c1c(-c2ccccc2)oc2ccc(OCC(O)CNCCN(C)C)cc12 (stereo unspecified) is listed as 126 | 0 | 102 | 87 | 29 | 111 | 111 | 103

2 records picked at random from those above, as already listed:
#9 COc1ccccc1NC(=O)CN(c1ccccc1)S(=O)(=O)c1ccccc1
#16 CC1=NNC(=O)C1CCC(=O)N/N=C/c1ccc(Cl)cc1 (stereo unspecified)
screen / no.,9,16
LAP4-GFP MLPCN,95,96
GRK2 aptamer HTS,2,0
AGP1-GFP MLPCN,99,100
CIT2 TOR yeast,99,99
VLA-4 inh,11,11
Yeast superoxide,116,107
MEP2 TOR yeast,111,96
RPL19A-GFP yeast,101,96

(cont.)
#51 CN(CC(=O)NC1CC1)S(=O)(=O)c1cc(Cl)ccc1Cl
#52 CCN=C1SC(CC(=O)NC(C)C)C(=O)N1CC (stereo unspecified)
#53 C=CCc1cccc2cc(C(=O)NC)c(=O)oc12
#54 CCOC(=O)COc1ccc2c(c1)c(C(C)=O)c(C)n2-c1ccccc1
#55 COc1ccccc1/C=C1\CCC(C2CCCC2)C1=O (stereo unspecified)
#56 O=S(=O)(c1ccccc1)c1nc(-c2cccs2)oc1NCCCn1ccnc1
#57 O=C(NC1CC1)c1sc2cc(F)ccc2c1Cl
#58 O=C(Cc1ccc(Cl)cc1)Nc1ccc(N2CCCC2)cc1
#59 COc1cc(OC)nc(Oc2cc(/C=N/O)ccc2OC)n1
#60 Nc1nc2ccccc2n1CCOc1ccccc1Cl
screen / no.,51,52,53,54,55,56,57,58,59,60
LAP4-GFP MLPCN,67,91,89,99,99,100,110,94,97,87
GRK2 aptamer HTS,0,0,5,1,2,2,0,2,4,0
AGP1-GFP MLPCN,93,101,92,93,102,108,98,89,91,90
CIT2 TOR yeast,98,98,101,95,93,107,99,89,96,102
VLA-4 inh,13,0,21,13,19,-23,43,6,19,-2
Yeast superoxide,110,113,112,94,138,97,101,86,100,92
MEP2 TOR yeast,97,93,146,104,103,108,100,98,112,90
RPL19A-GFP yeast,112,96,92,98,96,102,100,95,93,91

#61 CC(C)(C)c1ccccc1OCC(=O)NCc1ccccc1
#62 O=C(NC(=O)c1ccccc1)OCCN1C(=O)c2ccccc2C1=O
#63 COc1ccc(-c2cc(=O)oc3c(C)c(OC(C)C(=O)Nc4ccc(CN5CCOCC5)cc4)ccc23)cc1 (stereo unspecified)
#64 CC(C)(C)NC(=O)C(c1ccc(O)cc1)N(C(=O)CCC(=O)Nc1ccccn1)c1ccc(F)cc1 (stereo unspecified)
#65 O=c1ccc2ccc(Oc3ccc(Cl)cc3[N+](=O)[O-])cc2o1
#66 CCCS(=O)(=O)c1nc(S(=O)(=O)c2ccc(C)cc2)c(NCc2ccc3c(c2)OCO3)s1
screen / no.,61,62,63,64,65,66
LAP4-GFP MLPCN,104,104,101,88,96,98
GRK2 aptamer HTS,0,3,0,0,4,3
AGP1-GFP MLPCN,108,98,104,95,89,100
CIT2 TOR yeast,104,103,99,95,85,103
VLA-4 inh,3,9,14,-3,-6,18
Yeast superoxide,111,93,88,106,88,108
MEP2 TOR yeast,116,103,105,97,88,106
RPL19A-GFP yeast,113,97,102,95,87,102
